BLM helicase inh – inhibitors of human Bloom syndrome helicase BLM; 350,000 tested, 0.2% active; P54132; recombinant BLM DNA unwinding, fluorescence dequenching; Potency, µM (doses to about 56.1 µM), without a hit: at the highest dose activity change, negative = inhibition, hits mostly inhibitors;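 note: plate controls were vehicle for no effect and no enzyme for full effect; nearly all actives have a fitted effect of over 35% in size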
BAZ2B inh – inhibitors of human BAZ2B bromodomain | Q9UIF8 | AlphaScreen BAZ2B-H3K14Ac peptide displacement | Potency, µM (highest dose often 114 µM), for the others: top-dose activity change, negative = inhibition, usual class: inhibitors | 360,000 tested, 4.4% active; note: % is set by controls: 0 for no effect and ±100 for the full control effect; nearly all actives have a fitted effect of over 60% in size
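Complex of BAZ2B and biotin-H3K14Ac (50 nM apiece) forms over 30 min at RT, then faces library compounds up to 110 uM for another 30 min; AlphaScreen beads added, 20 min dark incubation, luminescence read.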
POLK inh – blocks human DNA polymerase kappa activity; Potency, µM (titrated, usually from 107 µM), for inactives: at the highest dose activity, negative = inhibition, hits mostly inhibitors; 400,000 tested, 0.53% active; Q9UBT6; AID 588579; purified Pol kappa, fluorescent DNA synthesis assay, 10 min; note: % is set by controls: 0 for no effect and ±100 for the full control effect
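Kinetic fluorescence screen: compound preincubated 15 min RT with 10 nM enzyme; 50 nM substrate (final) initiates; reads at 0/10 min.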
Pol eta inh – inhibitors of human DNA polymerase eta. Potency, µM (doses to about 114 µM), without a hit: at the top dose activity change, negative = inhibition, actives largely listed as inhibitors. recombinant Pol eta, fluorescent DNA replication assay. AID 588591. Q9Y253. 390,000 tested, 1.2% active; note: % is set by controls: 0 for no effect and ±100 for the full control effect
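Pol eta (10 nM) was preincubated with compounds for 15 min at room temperature, after which fluorescent replication substrate (50 nM final) was added to start the reaction. Fluorescence was read kinetically at 0 and 10 min.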
G9a block – inhibitors of human histone lysine methyltransferase G9a; Potency, µM (titrated, usually from 102 µM), without a hit: top-dose activity, negative = inhibition, most hits filed as inhibitors; 350,000 tested, 8.8% active; G9a H3K9 monomethylation, AlphaScreen, 2 h; AID 504332; Q96KQ7; note: % is set by controls: 0 for no effect and ±100 for the full control effect; nearly all actives have a fitted effect of over 75% in size
Target sequence (Q96KQ7 913-1193 limits assumed): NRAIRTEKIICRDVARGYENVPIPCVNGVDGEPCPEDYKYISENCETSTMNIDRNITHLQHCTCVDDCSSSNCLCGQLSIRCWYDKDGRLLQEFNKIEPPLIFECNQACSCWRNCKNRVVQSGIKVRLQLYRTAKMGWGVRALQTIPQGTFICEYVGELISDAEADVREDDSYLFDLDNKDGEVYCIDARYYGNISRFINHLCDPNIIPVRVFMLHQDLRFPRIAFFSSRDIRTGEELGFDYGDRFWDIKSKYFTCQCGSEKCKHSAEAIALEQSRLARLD
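Enzyme 20 nM + cpd, 15 min RT; add b-H3K9 pep 500 nM / SAM 20 uM; 2 h RT; anti-H3K9me1 Ab 0.5 ug/mL + SA donor / anti-rabbit acceptor beads 20 ug/mL each, 10 min; AlphaScreen read.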
APEX1 inh – APE1 (human) endonuclease inhibition; P27695; recombinant APE1, TAMRA/BHQ-2 abasic DNA cleavage fluorescence; AID 2517; 350,000 tested, 0.35% active; Potency, µM (highest dose often 65.8 µM), without a hit: top-dose activity change, negative = inhibition, hits mostly inhibitors;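 note: plate controls were vehicle for no effect and reference inhibitor for full effect; nearly all actives have a fitted effect of over 55% in size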
Target sequence (P27695 whole entry, looked up): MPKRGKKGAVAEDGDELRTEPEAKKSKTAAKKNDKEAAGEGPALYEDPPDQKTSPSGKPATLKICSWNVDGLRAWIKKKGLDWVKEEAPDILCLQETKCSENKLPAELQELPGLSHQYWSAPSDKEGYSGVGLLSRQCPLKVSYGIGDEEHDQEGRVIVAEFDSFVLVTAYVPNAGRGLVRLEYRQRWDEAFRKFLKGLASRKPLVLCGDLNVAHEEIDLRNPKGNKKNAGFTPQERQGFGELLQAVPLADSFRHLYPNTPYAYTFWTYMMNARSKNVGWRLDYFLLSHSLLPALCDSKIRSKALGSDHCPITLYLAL
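Substrate: short duplex with […] THF abasic site, 5'-TAMRA and 3'-BHQ-2, 50 nM final. APE1 at 0.75 nM, preincubated 15 min RT with compound. Fluorescence increase from first to third read measured activity.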
POLI inh – inhibitors of human DNA polymerase iota. Pol iota fluorescent replication assay, 10 min. 390,000 tested, 1% active. Potency, µM (series often up to 115 µM), inactives show at the highest dose activity, negative = inhibition, hits mostly inhibitors
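Fluorescent replication assay read twice, at 0 min and 10 min after adding 50 nM (final) substrate. Enzyme (10 nM) and compounds were first incubated 15 min at room temperature; enzyme-free buffer wells were negative controls.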
POLB inh – blocks human DNA polymerase beta activity; P06746; Pol beta primer extension/strand displacement, fluorescence kinetic; Potency, µM (doses to about 114 µM), for inactives: top-dose activity change, negative = inhibition, usual class: inhibitors; 340,000 tested, 1.3% active; note: % is set by controls: 0 for no effect and ±100 for the full control effect
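10 nM enzyme + cpd, 15 min RT; start with substrate 50 nM final; read 0 min and after 10 min RT. Corrected, normalized data; 4-parameter Hill curve fit.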
Anesthetic bind – binds horse apoferritin like a general anesthetic; P02791; apoferritin/1-aminoanthracene competitive binding, fluorescence; Potency, µM (titrated, usually from 77.5 µM), without a hit: top-dose activity change, negative = displacement, hits mostly inhibitors; 350,000 tested, 0.074% active; note: % is set by controls: 0 for no effect and ±100 for the full control effect; nearly all actives have a fitted effect of over 20% in size
Target sequence (P02791 2-175 limits assumed): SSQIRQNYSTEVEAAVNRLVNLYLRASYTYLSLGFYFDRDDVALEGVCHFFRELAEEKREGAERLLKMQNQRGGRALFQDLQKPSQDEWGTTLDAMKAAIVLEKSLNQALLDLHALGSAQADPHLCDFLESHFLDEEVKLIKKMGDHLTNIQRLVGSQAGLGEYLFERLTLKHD
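Read-out: endpoint 1-AMA fluorescence, excitation 380 nm and emission 535 nm, after compounds sit 10 min at room temperature with 10 uM horse-spleen apoferritin in 50% saturated 1-AMA/PBS. Values come from four-parameter Hill fits.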
* = called active by the depositor; ? = inconclusive; nt = not tested or not shown; & = joins results of further samples; ! = a repeat was not active; [ ] = dose if it differs, or a comment. Calls come from the whole dose curve; as a rule, active = well fitted curve in the direction sought with a large enough effect; inconclusive = small, poorly fitted or top-dose-only effect, or another doubt; inactive = no such curve, though single readings can be large; an effect the other way counts as inactive or inconclusive. Potency is the fitted concentration of half-maximal effect. This is a subset. The share of hits here may be higher or lower than overall.

Structure	Pol eta inh	BLM helicase inh	BAZ2B inh	POLK inh	APEX1 inh	G9a block	POLI inh	POLB inh	Anesthetic bind
CNNC	nt	5%	nt	-7%[60.1 µM]	?	nt	nt	nt	-9%
C[n+]1ccc(-c2ccccc2)c2ccccc21	-15%	nt	8%	-28%	9%	25%[2.33 µM]	?	nt	nt
CCCCC1(CN2CCCC2=O)C(=O)NC(=O)NC1=O	-18%	2%	-7%	-6%	13%	6%[59 µM]	7%	12%	8%
Cc1ccnc(-n2c(-c3ccccc3)nc3ccccc3c2=O)c1	-8%	1%	0%	10%	3%	13%[59 µM]	29%	-2%	-1%
CCCCn1c(-c2ccoc2C)n[nH]c1=S	-10%	-11%	2%	-2%	-3%	4µM*	4%	11%	-9%
COc1ccc(C(=O)c2nc3ccccc3n2C(C)C)cc1	-13%	-2%	-4%	-14%	7%	-6%	4%	?	-17%
O=C1NC(=O)N(c2ccc(Br)cc2)C(=O)/C1=C/c1ccsc1	-10%	-6%	14%	-17%	56%[activator]	20µM*	-13%	7%	-12%
COc1ccc(-n2c(O)c(/C=C/C=Nc3ccccc3)c(=O)[nH]c2=O)cc1	20µM*	28µM*	-14%	-11%	11%	-3%[59 µM]	?	21%	4%
COc1ccc(C(=O)C2CN(C)CC2c2ccc(Cl)cc2)cc1 (configuration not stated)	-14%	0%	-24%	6%	5%	-35%	-5%	0%	-12%
COC1=C(C)C(=O)O[C@]12C(=O)C(C)=C1CCCCN3[C@H]([C@@H]4C[C@H](C)C(=O)O4)CC[C@]132	-20%	nt	0%	6%	4%	3%[0.501 µM]	27%	nt	nt
C[C@@H]1CCc2cc(F)cc3c(=O)c(C(=O)O)cn1c23	nt	2%[21.4 µM]	nt	-2%[12 µM]	2%[21 µM]	17%[21.5 µM]	nt	nt	-10%[29.3 µM]
Cc1ccccc1CN1CCN(C(=O)Cc2ccccc2)CC1	2%	2%	25µM*	-12%	-6%	16µM*	0%	-9%	-6%
O=c1[nH]c(=S)n(-c2cccc(Cl)c2)c(O)c1/C=N/N1CCOCC1	-4%	-4%	-24%	-17%	0%	?	1%	-14%	-5%
c1ccc(C2CC3CC4(CCCC4)N2O3)cc1 (configuration not stated)	0%	0%	10%	3%	4%	-6%	-2%	2%	?
C[C@@H](N)Cc1cnc[nH]1	-4%[57.1 µM]	-2%	nt	-6%[60.1 µM]	-5%&0%&-6%	?	9%[58.9 µM]	15%[57.1 µM]	3%
CC(C)(C)C(=O)Nc1ccc(S(=O)(=O)N2CC3CC(C2)c2cccc(=O)n2C3)cc1 (configuration not stated)	-9%	-1%	0%	-4%	-4%	9%	-4%	87%	-14%
O=C(CCc1nc(-c2ccccc2F)no1)N1CCC2(CC1)OCCO2	-9%	1%	0%	-3%	1%	-7%	?	6%	-10%
Cc1nn(C2CCOC(C)(C)C2)c2c1C(c1ccc3c(c1)OCO3)SCC(=O)N2 (configuration not stated)	1%	-5%	-7%	7%	12%	13%[59 µM]	11%	27%	-13%
Cc1ccccc1N1CCN(Cc2ccc3c(c2)OCO3)CC1	-15%	-2%	?	-6%	-11%	7.9µM*	63%[activator]	8%	-8%
C=C(Cl)CSC(=S)N(CC)CC	-7%	nt	139%[activator]	-2%	0%&1%	2%[0.501 µM]	-11%	nt	nt
COc1ccc(/C=C2\C(=O)NC(=O)N(CCC3=CCCCC3)C2=O)c(OC)c1	-1%	-4%	13%	-6%	3%	11µM*	-6%	-3%	-8%
Cc1ccc(Nc2nnc(-c3ccc(C)c(S(=O)(=O)NCc4nc5ccccc5[nH]4)c3)c3ccccc23)cc1	-10%	-11%	-6%	-12%	nt	28%[59 µM]	4%	16%	157%[activator]
CCC(C)NC(=O)CCC(=O)OC1O[C@H]2OC3(C)CC[C@H]4[C@H](C)CCC(C1C)C24OO3 (some centres not stated)	-4%	-3%	-2%	2%	68%	-8%	74%[activator]	1%	-4%
CCOCCc1c(O)[nH]c(=S)[nH]c1=O	-8%	-9%	-30%	5%	9%	6%	7%	35µM*	-17%
COc1ccc(/C=C2\C(=O)NC(=O)N(Cc3ccccc3)C2=O)c(OC)c1OC	-6%	-7%	-16%	-3%	3%	nt	?	7%	-23%
Cc1ccc(/C=C2\C(=O)NC(=S)N(c3ccccc3F)C2=O)s1	?	-6%	50µM*	?	3%	?	?	?	3%
CCOCCN1CCC(OC(C)=O)C(C)C1 (configuration not stated)	6%	0%	1%	-19%	27%	-39%[0.0925 µM]	8%	32%	-4%
CSCCC(N=Cc1c(O)n(-c2ccc(Cl)cc2)c(=O)[nH]c1=O)C(=O)OC(C)(C)C (configuration not stated)	2%	-3%	-22%	-6%	1%	9%[12.7 µM]	42%	2%	?
CC(=O)OC1C2C(OC(=O)Cc3ccccc3)C(C)CC2(OC(C)=O)C(=O)/C(C)=C/C2C(CC[C@@]13CO3)C2(C)C (some centres not stated)	nt	3%	nt	-16%[60.1 µM]	-4%	-9%[2.33 µM]	nt	nt	-2%
COc1ccccc1-n1c(O)c(C=NCc2ccc3c(c2)OCO3)c(=O)[nH]c1=O	-13%	-1%	1%	-3%	1%	18%[59 µM]	-9%	7%	-10%
O=P1(N(CCCl)CCCl)NCCCO1 (configuration not stated)	-6%[57.1 µM]	0%&5%&-11%	0%	-4%[60.1 µM]	?	18µM*!	5%[58.9 µM]	11%[57.1 µM]	-4%&32%
CC(C)N1CCN(Cc2c[nH]c3ccccc23)CC1CCO (configuration not stated)	6%	2%	-9%	-7%	-13%	nt	14%	45%	-6%
Cc1ccc(C)c(C2(O)CC(C)N(C)CC2C)c1 (configuration not stated)	-5%	0%	6%	-5%	7%	-8%[2.33 µM]	2%	12%	-12%
S=C1Nc2ccccc2Sc2ccccc21	7%	-8%	?	?	-1%	10µM*	74%[activator]	9%	-17%
CC(C)CCn1c(=O)c(C(=O)Nc2ccccc2S(N)(=O)=O)c(O)c2ccccc21	-12%	-14%	?	-8%	-1%	-46%	15%	-10%	-22%
CCc1nc2ccccc2c(=O)n1-c1ccccc1OC	-16%	1%	26%	-8%	13%	nt	12%	2%	-3%
CC(CNC(=O)CCS(=O)(=O)c1ccc2c(c1)oc(=O)n2C)c1ccccc1 (configuration not stated)	0%&-5%	3%&3%	-15%	-5%&8%	14%	26%	14%&23%	83%&29%	-7%&-1%
CC(=O)Nc1ccc(NC(=O)Oc2ccccc2)cc1	-2%	-2%	-21%	-4%	-1%	?	19%	-2%	-10%
CC(C)N1C(=S)SC(C)(C)C1n1oc(=O)n(-c2ccc(Cl)c(Cl)c2)c1=O (configuration not stated)	-14%	2%	-32%	-21%	-6%	15%[59 µM]	24%	8%	-19%
CC(C)Sc1nnc(OC(=O)N(C)C)n1-c1ccccc1	-18%	-2%	1%	-12%	0%	3%[59 µM]	7%[58.9 µM]	6%	-2%
CN1C[C@@H]2C[C@@H](c3cccn3-c3ccccn3)N3CCC[C@@]23C1=O	-6%	-1%	1%	6%	-6%	3%	4%	-5%	-5%
O=C1CC(CSc2ccc(Cl)cc2)=NN1	-7%	-3%	-17%	1%	2%	5%	?	2%	-22%
CCCCn1c(O)c(/C(C)=N/NC(=O)Nc2ccccc2)c(=O)[nH]c1=O	-3%	-1%	-3%	2%	3%	-30%	-5%	?	-6%
C=CCc1cc(C)ccc1OCCCC(C(=O)OCC)C(=O)OCC	-9%	0%	169%[activator]	-6%	-4%	112%[activator][59 µM]	108%[activator]	2%	-11%
O=c1cc(-c2ccc(O)cc2)oc2c([C@@H]3O[C@H](CO)[C@@H](O)[C@H](O)[C@H]3O)c(O)cc(O)c12	nt	-3%	nt	?	8.9µM*	nt	nt	nt	-13%
COc1ccc2c(c1)NP(=S)(Oc1ccccc1)N2 (configuration not stated)	-14%	-26%	?	-15%	11%	7.1µM*	266%[activator]	-1%	-12%
Clc1cccc(CNCCc2ccc3c(c2)OCO3)c1	-18%	0%	79µM*	1%	7%	45µM*	0%	-11%	-12%
O=C(O)CC1OCC=C2CN3CCC45c6ccccc6NC4C1C2CC35 (configuration not stated)	8%	-2%	1%	-28%	-2%	-2%[59 µM]	?	-25%	-1%
CC1(C)CC2(CCO1)NCCN1C(=O)CSC12 (configuration not stated)	-3%	0%	5%	-18%	13%	0%[59 µM]	9%	-2%	-8%
COc1ccccc1CN1CCCCC1c1cccnc1 (configuration not stated)	-4%	-1%	?	-9%	-3%	?	-1%	27%	-6%

Random excerpt: three compounds from above.
Structure	Pol eta inh	BLM helicase inh	BAZ2B inh	POLK inh	APEX1 inh	G9a block	POLI inh	POLB inh	Anesthetic bind
CC(C)CCn1c(=O)c(C(=O)Nc2ccccc2S(N)(=O)=O)c(O)c2ccccc21	-12%	-14%	?	-8%	-1%	-46%	15%	-10%	-22%
CCC(C)NC(=O)CCC(=O)OC1O[C@H]2OC3(C)CC[C@H]4[C@H](C)CCC(C1C)C24OO3 (some centres not stated)	-4%	-3%	-2%	2%	68%	-8%	74%[activator]	1%	-4%
Cc1ccccc1N1CCN(Cc2ccc3c(c2)OCO3)CC1	-15%	-2%	?	-6%	-11%	7.9µM*	63%[activator]	8%	-8%

The results go on.
Structure	Pol eta inh	BLM helicase inh	BAZ2B inh	POLK inh	APEX1 inh	G9a block	POLI inh	POLB inh	Anesthetic bind
CCCCN(CC)c1c([N+](=O)[O-])cc(C(F)(F)F)cc1[N+](=O)[O-]	nt	2%	nt	1%[60.1 µM]	-2%	nt	nt	nt	-9%
Cc1nc2cc(C(F)(F)F)ccc2n1C1CCN(Cc2nnnn2Cc2cccs2)CC1	-11%	-3%	-3%	4%	-6%	-44%[12.7 µM]	-1%	-1%	0%
C[C@]12CCC3[C@@H](CCC4=CC(=O)CC[C@@]43CO)C1CCC2=O (some centres not stated)	-8%	4%	7%	3%	-8%	79%[activator]	-23%	23%	6%
COC(=O)C1=C(C)N(C)C(=O)NC1c1cc(Cl)c(O)c(OC)c1 (configuration not stated)	-14%	-2%	1%	-10%[60.1 µM]	2%	-86%	28%	13%	-8%

Bioassay records from PubChem BioAssay.
